ANO1 activ = activators or potentiators of mouse TMEM16A chloride channel | Q8BHY3 | HEK293 TMEM16A/YFP-H148Q/I152L, iodide quench fluorescence; hits give low values | B-score at 10 µM | actives 0.3% (n = 340,000) | AID 623877;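 active = fluorescence-ratio B-score plate-corrected deviation score at least 3 library SD below zero, with starting fluorescence score within 5 deviations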;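 also: channel opened by trigger with iodide after compound preincubation; score built on the fluorescence ratio of max minus min over baseline; more negative score means more quench and so TMEM16A activation or potentiation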
Target sequence (Q8BHY3 whole entry, looked up): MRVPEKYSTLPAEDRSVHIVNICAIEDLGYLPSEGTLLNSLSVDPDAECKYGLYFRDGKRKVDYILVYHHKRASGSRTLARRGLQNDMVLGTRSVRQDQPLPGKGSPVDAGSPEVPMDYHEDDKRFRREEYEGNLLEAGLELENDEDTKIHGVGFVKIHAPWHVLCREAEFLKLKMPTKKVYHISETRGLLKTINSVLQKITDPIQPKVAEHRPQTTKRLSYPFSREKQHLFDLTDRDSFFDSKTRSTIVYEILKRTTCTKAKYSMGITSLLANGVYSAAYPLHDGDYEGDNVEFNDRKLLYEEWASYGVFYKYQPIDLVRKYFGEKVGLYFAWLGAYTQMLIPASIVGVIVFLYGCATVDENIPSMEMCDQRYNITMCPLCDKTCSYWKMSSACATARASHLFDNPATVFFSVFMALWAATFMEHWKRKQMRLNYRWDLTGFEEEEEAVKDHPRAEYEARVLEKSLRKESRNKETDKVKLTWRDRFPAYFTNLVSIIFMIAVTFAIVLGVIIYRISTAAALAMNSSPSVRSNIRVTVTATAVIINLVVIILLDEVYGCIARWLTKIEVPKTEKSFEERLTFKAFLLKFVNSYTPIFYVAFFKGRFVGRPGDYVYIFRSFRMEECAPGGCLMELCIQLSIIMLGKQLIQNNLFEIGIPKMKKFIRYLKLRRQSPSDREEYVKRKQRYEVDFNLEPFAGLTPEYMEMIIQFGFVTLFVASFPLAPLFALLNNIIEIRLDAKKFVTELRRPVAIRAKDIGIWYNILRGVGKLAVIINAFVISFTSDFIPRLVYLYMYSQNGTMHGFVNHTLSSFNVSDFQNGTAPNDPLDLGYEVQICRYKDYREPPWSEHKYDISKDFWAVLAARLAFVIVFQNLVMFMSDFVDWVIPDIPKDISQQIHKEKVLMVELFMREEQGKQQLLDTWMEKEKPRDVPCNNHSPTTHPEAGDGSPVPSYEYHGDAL
TRPC4 potent = allosterically enhances the mouse TRPC4 cation channel. actives 0.42% (n = 310,000). AID 2227. HEK293 TRPC4beta/mu-opioid, DAMGO EC20, Fluo-4 Ca2+ flux; hits give high values. Q9QUQ5. B-score at 10 µM;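 active = B-score of calcium response area above 5 SD of library B-scores, with initial fluorescence ratio within 5 SD of library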;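 also: B-score of integrated fluorescence ratio over time as area under calcium response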
KCNK3 block = human KCNK3 channel inhibition, primary screen; CHO-KCNK3 thallium flux, FluxOR fluorescence; hits give low values; B-score at 10 µM; actives 0.84% (n = 340,000); AID 602410;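 active = B-score under library mean minus 4 SD, starting fluorescence ratio at most library mean plus 5 SD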;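 also: more negative B-score means stronger inhibition of thallium flux through KCNK3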
TRPC4 act = activators of mouse TRPC4 channel. HEK293 TRPC4beta/mu-opioid, Fluo4 calcium fluorescence; hits give high values. B-score at 10 µM. actives 0.49% (n = 310,000);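 active = B-score above 5 SD of library B-scores, and initial fluorescence ratio not above library mean plus 5 SD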;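 also: positive B-score marks a calcium rise read as TRPC4 activation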
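System – HEK293 cells stably co-expressing mouse TRPC4beta and mu-opioid receptor · Signal – Fluo4 calcium-sensitive dye fluorescence, kinetic, 1 Hz baseline · Benchmarks – buffer (low) and maximal DAMGO (high) · Read-out – B score of integrated fluorescence ratio per well · Incubation – dye loading 45 min room temperature, 110 s kinetic read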
hERG rescue = compounds protecting human hERG from proarrhythmic drug block. Q12809. CHO-hERG, FluxOR thallium flux, dofetilide IC70 present. activation (rescue from dofetilide block), less the hit threshold, % at 10 µM. actives 0.51% (n = 310,000). AID 1511;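 active = activation above the mean of controls blocked by dofetilide plus 5 SD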;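 also: thallium influx through hERG after potassium depolarization seen as dye fluorescence rise; in these data hits start at about 4.7%; inactives centre near -7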
TMEM16A inh = inhibitors of mouse TMEM16A calcium-activated chloride channel; Q8BHY3; HEK293 TMEM16A/YFP iodide influx fluorescence, ionomycin; normalized B-score (activity score, 25-100; higher = stronger inhibition) at 10 µM; actives 1.2% (n = 310,000); AID 588511;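 active = ratio plate-corrected score three or more library SD toward inhibition, starting fluorescence score within five deviations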;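 also: score derived from kinetic fluorescence span divided by baseline fluorescence per well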
HDAC3 inhib = human HDAC3 inhibition; O15379; actives 0.15% (n = 320,000); recombinant HDAC3, fluorogenic peptide/trypsin coupled, fluorescence; inhibition, % at 8.3 µM; AID 2718; in the data active = inhibition above about 26%, passing the limit was not always enough; inconclusive = no clear call, values can overlap the other calls
KCNQ1 act = potentiates or activates the human KCNQ1 potassium channel; CHO-K1 KCNQ1, thallium flux FluxOR fluorescence; hits give high values; actives 0.35% (n = 310,000); B-score at 10 µM; P51787;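 active = fluorescence ratio B-score, a plate-corrected score, at least three library SD, with initial intensity B-score within 5 SD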
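System: CHO-K1 cells stably expressing KCNQ1 / Medium: assay buffer for compound exposure, DMSO matched across wells / Reagent: thallium- and potassium-containing depolarizing buffer / Compound: one concentration, matched DMSO / Incubation: 20 min compound pretreatment at room temperature / Measured by: kinetic FluxOR fluorescence, 10 s baseline plus 110 s post-stimulus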
KCNQ1 inh = inhibitors of human KCNQ1 potassium channel | P51787 | CHO-K1 KCNQ1, FluxOR thallium flux fluorescence; hits give high values | B-score at 10 µM | actives 1.3% (n = 310,000) | AID 2642;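 active = compounds whose thallium flux B-score, printed positive for inhibition, exceeds three library SD while starting fluorescence stays within three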;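 also: channel opened by potassium depolarization with thallium stimulus after 20 min compound exposure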
KCNK9 inh = inhibitors of human KCNK9 two-pore domain potassium channel. B-score at 10 µM. AID 488922. actives 1.2% (n = 310,000). HEK293 KCNK9, FluxOR thallium flux fluorescence; hits give low values;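 active = ratio B-score over 3 SD below the library mean, with starting fluorescence within 5 SD of its mean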;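 also: negative B-score means less thallium flux so channel inhibition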
Dyrk1A ADPGlo = blocks rat Dyrk1A kinase activity; Q63470; ADP-Glo luminescence, NFATc1 peptide; inhibition, % at 12.5 µM; actives 0.43% (n = 310,000); in the data active = inhibition above about 50%;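 also: plate controls were vehicle with enzyme for no effect and no enzyme for full effect; many of its hits are not listed in these tables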
The depositor's hits bear a star; i = inactive; u = inconclusive; x = not tested or not shown.

SMILES	ANO1 activ	TRPC4 potent	KCNK3 block	TRPC4 act	hERG rescue	TMEM16A inh	HDAC3 inhib	KCNQ1 act	KCNQ1 inh	KCNK9 inh	Dyrk1A ADPGlo
COC(=O)c1[nH]c2c(c1C)C(=O)CC(c1cccs1)C2 (configuration not stated)	i	i	i	i	-0.7	i	-4.4	i	i	i	9.7
CCCS(=O)(=O)N1CCC(C(=O)NCc2ccccc2Cl)CC1	i	x	i	x	x	i	-2.2	x	x	x	8.6
C/C(=N\NC(=O)CSCc1ccc(Cl)cc1)c1ccc(NC(=O)c2ccccc2)cc1	i	i	i	i	-6.6	i	-7.9	i	i	i	-6.2
Cn1cccc1Cc1nnc(SCC(=O)NCC2CCCO2)n1-c1ccc(F)cc1 (configuration not stated)	i	i	i	i	-1.4	i	3.4	i	i	i	-1.7
O=C(NCc1ccccn1)C1CCN(S(=O)(=O)N2CCC3(CC2)OCCO3)CC1	i	i	i	i	-8.5	i	-0.4	i	i	i	1.8
Cc1cccc(Nc2ncnc3onc(-c4cccc(Cl)c4)c23)c1C	i	i	i	i	-7.1	i	-2.2	i	i	i	5.7
CC1CCCN(C(=O)Cn2c3ccccc3c3nc4n(c(=O)c32)CCS4)C1 (configuration not stated)	i	i	i	i	-11.1	i	-2.9	i	i	i	5.5
O=C(c1cccc(Br)c1)N1CCN(C(=O)N2CCCCC2)CC1	i	i	i	i	-3.4	i	5.0	i	i	i	-5.5
CSc1ccc(CN2CCCC(N3CCN(c4ccccc4)CC3)C2)cc1 (configuration not stated)	i	i	i	i	-7.9	i	-4.4	i	i	i	3.3
C=CCN1C(=O)S/C(=C/c2ccsc2)C1=O	i	i	i	i	-1.0	i	6.9	i	i	i	0.9
O=C(NCCS(=O)(=O)N1CCCCCC1)c1ccc(F)cc1	i	i	i	i	-13.7	i	0.9	i	i	i	3.1
CCC1Sc2ccc(S(=O)(=O)CCC(=O)N3CCc4ccccc43)cc2NC1=O (configuration not stated)	i	i	i	i	-6.3	i	2.4	i	i	i	-1.7
O=C1CCCCN1CCC(=O)N1CCCC(Nc2ccc(F)c(F)c2)C1 (configuration not stated)	i	i	i	i	-5.3	i	3.3	i	i	i	-0.3
O=C(NCC1CCCO1)C(=O)N/N=C/c1ccc(OCc2ccccc2Cl)cc1 (configuration not stated)	i	i	i	i	-9.0	i	8.8	i	i	i	-3.7
CC(C)OC(=O)CC1C(=O)NCCN1C(=S)NC(=O)c1ccccc1 (configuration not stated)	i	i	i	i	-10.8	i	-2.5	i	i	i	5.6
N#Cc1c(C(F)(F)F)cc(-c2ccccc2)nc1SCCN1CCOCC1	i	i	i	i	-8.7	i	-0.6	i	i	i	-5.8
CSCCC(NC(=O)C12CC3CC(CC(C3)C1)C2)C(=O)OCC(=O)c1ccc(Cl)cc1 (configuration not stated)	i	i	i	i	-6.8	i	-2.3	i	i	i	13.6
O=C(NCCCN1CCN(c2ccccc2F)CC1)C1CCN(S(=O)(=O)c2cccs2)CC1	i	i	i	i	-8.2	i	-1.2	i	i	i	3.0
O=C1CSC(c2ccc([N+](=O)[O-])cc2)N1c1ccccc1 (configuration not stated)	i	i	i	i	-7.1	i	0.5	i	i	i	-2.4
CC(=O)Nc1ccc(S(=O)(=O)NNC(=S)NCC2CCCO2)cc1 (configuration not stated)	i	i	i	i	-7.3	i	2.6	i	i	i	-7.1
CN(C)c1ccc(C2OC(=O)C(C)(C)C(=O)C2(C)C)cc1 (configuration not stated)	i	i	i	i	-3.9	i	0.3	i	i	i	-0.9
CCCCN(C(=O)CSCC(=O)Nc1cccc(C)c1)c1c(N)n(CCCC)c(=O)[nH]c1=O	i	i	i	i	-6.0	i	-1.5	i	i	i	x
NC(=O)CSC1=Nc2ccccc2C2=NC(CCC(=O)NCc3ccc(F)cc3)C(=O)N12 (configuration not stated)	i	i	i	i	-7.9	i	0.7	i	i	i	2.4
COCCNC(=S)N/N=C(\C)c1ccc(OC)cc1	i	i	i	i	-10.0	i	4.3	i	i	i	1.8
O=C(NCC1CCN(C(=O)c2ccc([N+](=O)[O-])cc2)CC1)C(=O)Nc1ccccc1	i	i	i	i	-4.9	i	-2.1	i	i	i	-3.4
C=CC[n+]1c(-c2ccc(C)cc2)csc1NNC(=O)Nc1ccccc1	i	i	i	i	-6.3	i	6.7	i	i	i	4.4
Cc1nc(NC(=O)C2CC2)sc1C(=O)Nc1ccc(Br)cc1	i	i	i	i	-10.2	i	4.7	i	i	i	-1.9
COc1ccc(C2C(C(=O)c3ccco3)=C(O)C(=O)N2c2nnc(C)s2)cc1 (configuration not stated)	i	i	i	i	-8.9	i	-1.1	i	i	i	1.9
COc1ccc(/C=N/Nc2cc(=O)n(C)c(=O)n2C)cc1OC	i	i	i	i	-5.4	i	-3.1	i	i	i	-2.1
COc1ccc(N(C(=O)CCl)C(C(=O)NCCc2ccccc2)c2cccs2)cc1 (configuration not stated)	i	i	i	i	-10.4	i	-0.6	i	i	i	-1.7
COc1ccc(N(C(=O)Cn2nnc3ccccc32)C(C(=O)NCc2ccco2)c2cccnc2)cc1 (configuration not stated)	i	i	i	i	-7.8	i	-6.3	i	i	i	3.1
CCn1c2ccccc2c2nnc(SCC(=O)OCN3C(=O)c4ccccc4C3=O)nc21	i	i	i	i	-3.4	i	11.1	i	i	i	-2.3
COc1ccc(C(=O)Nn2cnc3ccccc3c2=O)c(OC)c1	i	i	i	i	-13.6	i	-0.1	i	i	i	-7.0
CN(C)S(=O)(=O)Nc1ccccn1	i	i	i	i	-5.4	i	6.8	i	i	i	-5.1
CCOc1cnn(Cc2ccccc2)c(=O)c1SCc1ccccc1	i	i	i	i	-4.7	i	4.7	i	i	i	-1.3
C=C(C)CSc1nnc(-c2cccc(Cl)c2)n1N	i	i	i	i	-20.6	i	-4.3	i	i	i	9.8
CC(=O)c1cccc(NC(=O)Nc2ccc3c(c2)CCC3)c1	i	i	i	i	-9.5	i	8.7	i	i	i	12.9
Cc1ccc(C2C(C#N)=C3N=C(N)c4ccccc4N3C3=C2C(=O)CCC3)cc1 (configuration not stated)	i	i	i	i	-11.6	i	9.8	i	i	i	0.2
O=C(CN1CCC(NC(=O)c2ccccc2F)CC1)Nc1ccc2c(c1)OCCO2	i	i	i	i	-7.3	i	-3.1	i	i	i	1.5
O=C(Nc1ccc(N2CCCC2)c(Cl)c1)c1ccco1	i	i	i	i	-6.0	i	-3.5	i	i	i	-17.6
CCCC(=O)Nc1nc2c(s1)COc1ccccc1-2	i	i	i	i	-6.4	i	-1.3	i	i	i	9.4
CCCS(=O)(=O)N1CCN(CC2CC3C=CC2C3)CC1 (configuration not stated)	i	i	i	i	-4.9	i	5.9	i	i	i	4.7
O=C(CCCn1cnc([N+](=O)[O-])n1)Nc1cccc(O)c1	i	i	i	i	-4.3	i	1.4	i	i	i	-0.9
CSc1ncccc1C(=O)OCC(=O)c1cc2ccccc2o1	i	i	i	i	-7.9	i	-0.3	i	i	i	-6.1
O=C(N/N=C/c1c[nH]c2ccccc12)c1ccc(Br)cc1	i	i	i	i	-2.6	i	11.3	i	i	i	23.4
Cc1cc(NC(=O)COC(=O)c2c(C)noc2C)ccc1Br	i	i	i	i	-0.7	i	-4.3	i	i	i	-3.6
C=CCN1C(=Nc2cccnc2)SCC1(O)c1ccc(C)cc1 (configuration not stated)	x	i	x	i	-9.1	i	-3.8	i	i	i	x
Cc1ccc2nc(-c3ccccc3N)[nH]c2c1	i	i	i	i	-12.5	i	-54.4	i	i	i	13.1
CNC(=O)CN(c1ccc(C(C)C)cc1)S(C)(=O)=O	i	i	i	i	-14.5	i	0.5	i	i	i	-2.2
CCn1c(=O)c(C)nn2c3ccccc3nc12	i	i	i	i	-9.6	i	3.0	i	i	i	-6.2
COc1ccccc1NC(=O)c1nn(C)c(C(=O)Nc2ccccc2OC)c1[N+](=O)[O-]	i	i	i	i	-11.1	i	-1.3	i	i	i	1.1
O=C(NCCCc1ccccc1)c1ccc(-n2cncn2)c([N+](=O)[O-])c1	i	i	i	i	-5.8	i	0.3	i	i	i	8.4
CCSc1ccccc1C(=O)NCc1ccc2c(c1)OCO2	i	i	i	i	-13.1	i	7.5	i	i	i	2.6
Cc1ccc(NC(=O)CN2C(=O)NC(Cc3ccccc3)C2=O)c(Br)c1 (configuration not stated)	i	i	i	i	-9.8	i	2.0	i	i	i	-6.0
CC(=O)NC(CC(=O)Nc1ccc2c(c1)OCCO2)c1ccccc1 (configuration not stated)	i	i	i	i	-1.3	i	2.6	i	i	i	18.2
CC1N(C)c2cc(NC(=O)c3ccco3)c(P(=O)(Nc3ccc([N+](=O)[O-])cc3)N3CCOCC3)cc2C1(C)C (configuration not stated)	i	i	i	i	-12.2	i	u	i	i	i	5.1
Cc1nn(-c2ccccc2)c2sc(C(=O)NCCN3CCOCC3)cc12	i	i	i	i	-6.6	i	-19.1	i	i	i	0.6
COc1ccc(NC(=O)COC(=O)c2ccco2)c([N+](=O)[O-])c1	i	i	i	i	-5.5	i	-1.5	i	i	i	3.2
O=C(NNC(=O)c1cc2cc(Br)ccc2oc1=O)c1ccc(O)cc1	i	i	i	i	-4.2	i	4.9	i	i	i	4.2
CC(C)c1cc(Br)ccc1OCCN1C(=O)NC(C)(C)C1=O	i	i	i	i	-9.0	i	8.6	i	i	i	-1.8

Other compounds
SMILES	ANO1 activ	TRPC4 potent	KCNK3 block	TRPC4 act	hERG rescue	TMEM16A inh	HDAC3 inhib	KCNQ1 act	KCNQ1 inh	KCNK9 inh	Dyrk1A ADPGlo
Cc1ccc(NC(=O)c2sc(Cl)nc2-c2ccccc2)cc1C	i	i	i	i	-6.7	i	8.1	i	i	i	1.6
COc1cccc(C(=O)NCCS(=O)(=O)NC2CCCC2)c1	i	i	i	i	-6.0	i	-2.1	i	i	i	3.3
Cc1ccc2nc(NC(=O)CN(C)S(=O)(=O)c3ccc(Br)s3)sc2c1	i	i	i	i	-4.8	i	3.4	i	i	i	17.5
CCOCCCNCc1ccc(OCc2ccccc2C)c(OC)c1	i	i	i	i	-16.1	i	-1.5	i	i	i	-6.5
O=S(CC1CC1(Cl)Cl)CC1CC1(Cl)Cl (configuration not stated)	i	i	i	i	-7.0	i	-7.4	i	i	i	4.3
Cn1c(CNc2ccc(Cl)cc2)nnc1SCC#N	i	i	i	i	-4.5	i	-0.9	i	i	i	0.3
CC(=O)c1ccc(NC(=O)Nc2ccc([N+](=O)[O-])cc2)cc1	i	i	i	i	-19.4	i	3.1	i	7*	i	-8.3

Source: PubChem BioAssay

Some of the compounds tested, so the mix of outcomes need not match the whole.
